GLP1R cytotox = qHTS of GLP-1 Receptor Inverse Agonists: Cytotox Screen; HEK293 cAMP-luciferase reporter cells, luminescence, 24 h; Potency, µM (series often up to 38.3 µM), inactives show at the highest dose activity change, negative = inhibition, hits mostly inhibitors; 410,000 tested, 0.13% active;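 note: loss of luciferase light is scored as toxicity; potency is the fitted concentration of half-maximal effect; % is set by controls: 0 for no effect and ±100 for the full control effect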
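To flag toxic compounds, the library was rerun on cells for 24 hr at 37 deg C and 5% CO2. Viability-linked luminescence was captured 12 min after adding luciferase detection reagent.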
KB-V1 MDR tox = qHTS assay for MDR1-selective chemotherapeutics: Primary screen using the drug-selected MDR subline cells KB-V1 | 400,000 tested, 3.4% active | AID 1347076, 2019 | KB-V1 MDR cells viability, CellTiter-Glo, 72 h | Potency, µM (highest dose often 46.1 µM), for the others: at the top dose activity change, negative = cytotoxicity, actives largely listed as cytotoxic; note: potency is the fitted concentration of half-maximal effect; % is set by controls: 0 for no effect and ±100 for the full control effect; nearly all actives have a fitted effect of over 60% in size
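Cytotoxicity via CellTiter-Glo luminescence after 72 h compound exposure at 37 degrees C. Cells: drug-selected KB-V1 line, DMEM phenol-red free plus 10% FBS. Compounds tested at multiple concentrations; normalized data fitted to concentration-effect curves.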
HT1080NT lethal = qHTS for induction of synthetic lethality in tumor cells producing 2HG: qHTS for the HT-1080-NT fibrosarcoma cell line; HT-1080-NT fibrosarcoma viability, CellTiter-Glo ATP luminescence, 48 h; Potency, µM (series often up to 46.1 µM), for the others: at the top dose activity, negative = less viability, actives largely listed as cytotoxic; 360,000 tested, 1.6% active;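 note: NT is the 2HG producing partner of a matched IDH1 knockdown line; potency is the fitted concentration of half-maximal effect; 0% = DMSO-treated cells and -100% = media-only wells without cells; nearly all actives have a fitted effect of over 55% in size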
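750 cells/well, RPMI + 5% FBS; 2 h settle, compound pin-transfer, 48 h at 37 degrees C. CellTiter-Glo 10 min RT, luminescence. Normalized to DMSO and media-only wells.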
HT1080 IDH1KD tx = qHTS for induction of synthetic lethality in tumor cells producing 2HG: qHTS for the HT-1080-IDH1KD cell line | HT-1080 IDH1 knockdown viability, ATP luminescence, 48 h | Potency, µM (highest dose often 46.1 µM), for inactives: at the top dose activity, negative = toxicity, most hits filed as cytotoxic | 360,000 tested, 2% active;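 note: potency is the fitted concentration of half-maximal effect; 0% = DMSO wells and -100% = cell-free medium wells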
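Luminescent ATP read-out (CellTiter-Glo, 10 min at room temperature) after 48 h compound exposure at 37 °C gave viability of IDH1-knockdown HT-1080 cells. Activity was normalised to DMSO and cell-free wells, then fitted as concentration-response curves.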
SW480 rerep = A quantitative high throughput screen for small molecules that induce DNA re-replication in SW480 colon adenocarcinoma cells; SW480 DNA re-replication, Hoechst DNA content imaging, 48 h; Potency, µM (highest dose often 46.1 µM), without a hit: top-dose re-replication activation, actives largely listed as activators; 340,000 tested, 1.8% active; note: potency is the fitted concentration of half-maximal effect; % of control where 0% means no effect; nearly all actives have a fitted effect of over 55% in size
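Readout is total intensity of Hoechst-stained nuclei, excited at 405 nm and collected at 500-530 nm. Compound treatment lasted 48 hr at 37 C in 5% CO2 before staining.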
D3 ag = qHTS of D3 Dopamine Receptor Agonist: qHTS; AID 652048, 2013; 410,000 tested, 0.58% active; D(3) dopamine receptor (Homo sapiens), P35462; max activation, %; D3R DiscoveRx beta-arrestin cells, luminescence, 90 min; in the data active = max activation above about 30%; note: 0% is about no effect; mostly tested at two doses, the higher about 12 µM
Target sequence (P35462 whole entry, looked up): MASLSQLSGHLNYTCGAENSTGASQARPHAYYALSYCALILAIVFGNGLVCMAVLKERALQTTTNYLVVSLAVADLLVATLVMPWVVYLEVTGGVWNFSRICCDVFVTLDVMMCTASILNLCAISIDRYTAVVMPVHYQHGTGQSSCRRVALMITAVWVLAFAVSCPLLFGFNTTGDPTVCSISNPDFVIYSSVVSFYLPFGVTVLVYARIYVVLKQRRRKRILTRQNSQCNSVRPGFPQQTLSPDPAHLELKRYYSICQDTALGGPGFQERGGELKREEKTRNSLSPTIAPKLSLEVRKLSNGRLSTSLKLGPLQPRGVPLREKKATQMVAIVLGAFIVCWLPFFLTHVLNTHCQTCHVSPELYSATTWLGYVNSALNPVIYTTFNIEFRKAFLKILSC
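Agonist-mode cell screen: cells plated at 1500/well and incubated overnight at 37 °C, then exposed to library compounds for 90 min at 37 °C. Detection reagent was added for 30–60 min at room temperature, and luminescence was read.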
IL1B secr inh = qHTS for Inhibitors of Inflammasome Signaling: IL-1-beta AlphaLISA Primary Screen | THP-1 LPS/ATP IL-1B secretion, AlphaLISA, 16 h; stronger effect = lower value | 360,000 tested, 4.7% active | activity change, % at 57.5 µM | AID 743279, 2014; in the data active = activity change below about -50%; inconclusive = mostly about -30% to -49%; note: % is set by controls: 0 for no effect and ±100 for the full control effect
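Secreted IL-1B measured by AlphaLISA bead assay after 16 h compound exposure of THP-1 cells; compounds (final up to 57.5 uM) added 1 h before LPS (250 ng/mL) and ATP (1.25 mM) stimulation; lower signal means less secretion.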
MCF10A rerep = A quantitative high throughput screen for small molecules that induce DNA re-replication in MCF 10a normal breast cells; MCF 10A DNA re-replication, Hoechst nuclear intensity, 48 h; Potency, µM (titrated, usually from 46.1 µM), for inactives: at the top dose activity, positive = re-replication, actives largely listed as activators; 350,000 tested, 2.9% active; note: potency is the fitted concentration of half-maximal effect; % of control where 0% means no effect; nearly all actives have a fitted effect of over 50% in size
KB-3-1 cytotox = qHTS assay for MDR1-selective chemotherapeutics: Primary screen using the parental adenocarcinoma cell KB-3-1 | KB-3-1 viability, CellTiter-Glo ATP luminescence, 72 h | Potency, µM (series often up to 46.1 µM), for inactives: at the top dose activity change, negative = cytotoxic, usual class: cytotoxic | 400,000 tested, 1.4% active; note: potency is the fitted concentration of half-maximal effect; % is set by controls: 0 for no effect and ±100 for the full control effect; nearly all actives have a fitted effect of over 60% in size
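Viability of parental KB-3-1 cells, measured by CellTiter-Glo luminescence, followed a 72 h incubation at 37 °C with pinned compounds in phenol-red-free DMEM containing 10% FBS.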
Numbers without * were called inactive; [ ] = another dose, or the depositor's remark. Unless noted, calls come from the whole dose curve; as a rule, active = well fitted curve in the direction sought with a large enough effect; inconclusive = small, poorly fitted or top-dose-only effect, or another doubt; inactive = no such curve, though single readings can be large; an effect the other way counts as inactive or inconclusive.

`COc1ccccc1-c1cc2nc(C)c(CCC(=O)NC3CCCCC3)c(C)n2n1` gave GLP1R cytotox 3.5%, KB-V1 MDR tox 2.0%, D3 ag 4.7 and KB-3-1 cytotox 8.7%.
COc1cccc(C(C)(O)c2nc(-c3csc4ccccc34)cs2)c1 (stereo not given) was read as GLP1R cytotox -8.2%, KB-V1 MDR tox -11.5%, HT1080NT lethal 20.6µM*, HT1080 IDH1KD tx inconclusive, D3 ag -0.2, IL1B secr inh -18.8 and KB-3-1 cytotox -0.1%.
Screening O=C(c1ccccc1)N(C(=O)c1ccccc1)c1ncnc2c1C(c1ccccc1)c1c(ccc3ccccc13)O2 (stereo not given) returned KB-V1 MDR tox inconclusive, SW480 rerep -1.7%, MCF10A rerep 15.1% and KB-3-1 cytotox inconclusive.
`O=C(COc1ccccc1)Nc1ccc2[nH]ncc2c1` gave GLP1R cytotox -4.5%, KB-V1 MDR tox 23.9%, HT1080NT lethal 20.6%, HT1080 IDH1KD tx 10.2%, SW480 rerep -6.0%, D3 ag 16.3, IL1B secr inh 5.9, MCF10A rerep 1.3% and KB-3-1 cytotox 0.4%.
Screening CCc1nn(CC(=O)NCCCN2CCN(C)CC2)c(=O)c2cc3sccc3n12 returned GLP1R cytotox -2.2%, KB-V1 MDR tox 22.5%, HT1080NT lethal 7.6%, HT1080 IDH1KD tx 6.3%, SW480 rerep -3.4%, D3 ag -12.1, IL1B secr inh -11.2, MCF10A rerep 15.4% and KB-3-1 cytotox 0.0%.
`CC(C)c1nnc(NC(=O)CCC(=O)N2CCN(Cc3ccccc3)CC2)s1` gave GLP1R cytotox 44.3%, KB-V1 MDR tox -7.6%, HT1080NT lethal -4.9%, HT1080 IDH1KD tx -1.6%, SW480 rerep 1.4%, D3 ag -0.7, IL1B secr inh 46.9, MCF10A rerep -3.6% and KB-3-1 cytotox -5.8%.
COc1cc(C2C(C(=O)c3cc4ccccc4o3)=C(O)C(=O)N2CCN2CCOCC2)ccc1OCCC(C)C (stereo not given) was read as GLP1R cytotox -2.5%, KB-V1 MDR tox -8.4%, HT1080NT lethal -20.5%, HT1080 IDH1KD tx -25.1%, SW480 rerep 17.6%, D3 ag -5.9, IL1B secr inh -2.4, MCF10A rerep inconclusive and KB-3-1 cytotox 1.8%.
`Cn1c(SCC(=O)c2ccc(F)cc2)nnc1-c1cnccn1` gave GLP1R cytotox 2.3%, KB-V1 MDR tox -2.1%, HT1080NT lethal 6.3%, HT1080 IDH1KD tx 8.4%, SW480 rerep -3.1%, D3 ag 0.8, IL1B secr inh -2.3, MCF10A rerep 0.8% and KB-3-1 cytotox 0.2%.
O=C(Nc1ccccc1Cl)Nc1ccnn1C1CCN(C(=O)CCN2CCCO2)CC1 was read as GLP1R cytotox -13.0%, KB-V1 MDR tox 2.5%, HT1080NT lethal -3.6%, HT1080 IDH1KD tx 0.9%, SW480 rerep -10.9%, D3 ag -6.8, IL1B secr inh -9.7, MCF10A rerep 0.4% and KB-3-1 cytotox -18.2%.
`CNC[C@@H]1Oc2c(NS(C)(=O)=O)cccc2C(=O)N([C@@H](C)CO)C[C@H]1C` gave GLP1R cytotox -46.1%, KB-V1 MDR tox -3.3%, HT1080NT lethal 10.9%, HT1080 IDH1KD tx 17.6%, SW480 rerep -7.0%, D3 ag 0.0, IL1B secr inh 0.9, MCF10A rerep inconclusive and KB-3-1 cytotox inconclusive.
`Cc1ccc(NC(=O)CCNC(=O)c2ccc(Br)cc2)cc1S(=O)(=O)N1CCCCCC1` gave GLP1R cytotox -28.3%, KB-V1 MDR tox 20.6µM*, HT1080NT lethal -8.1%, HT1080 IDH1KD tx -7.4%, SW480 rerep -7.2%, D3 ag -5.2, IL1B secr inh 5.9, MCF10A rerep inconclusive and KB-3-1 cytotox inconclusive.
Screening COc1ccc(OC)c(Nc2nc(N)nc(CCl)n2)c1 returned GLP1R cytotox 9.0%, KB-V1 MDR tox inconclusive, HT1080NT lethal inconclusive, HT1080 IDH1KD tx 16.4µM*, SW480 rerep 2.59µM*, D3 ag -3.7, IL1B secr inh -101.9*, MCF10A rerep 29.1µM* and KB-3-1 cytotox 2.2%.
`CC(C)CNC(=O)CO/N=C/c1ccccc1Cl` gave GLP1R cytotox -2.5%[0.307 µM], KB-V1 MDR tox 0.3%, HT1080NT lethal -1.6%, HT1080 IDH1KD tx 1.2%, SW480 rerep inconclusive, D3 ag -4.9, IL1B secr inh -5.8, MCF10A rerep -6.9% and KB-3-1 cytotox 2.6%.
Screening OC(c1ccccc1)c1ccncc1 (stereo not given) returned GLP1R cytotox 0.0%, KB-V1 MDR tox -1.7%, HT1080NT lethal 13.9%, HT1080 IDH1KD tx 16.5%, SW480 rerep -4.5%, D3 ag -10.4, IL1B secr inh 10.5, MCF10A rerep 9.1% and KB-3-1 cytotox 20.0%.
`COc1ccc(CCNS(=O)(=O)c2ccc(-n3cnnn3)c(OC)c2)cc1OC` gave GLP1R cytotox 2.3%, KB-V1 MDR tox 5.6%, HT1080NT lethal -0.9%, HT1080 IDH1KD tx -2.3%, SW480 rerep 1.7%, D3 ag -1.6, IL1B secr inh -6.6, MCF10A rerep -8.2% and KB-3-1 cytotox 1.0%.
Cn1nc(-c2ccccc2)c2cc(C(=O)O)sc21 was read as GLP1R cytotox -4.2%, KB-V1 MDR tox inconclusive, HT1080NT lethal 4.6%, HT1080 IDH1KD tx -0.9%, SW480 rerep 5.4%, D3 ag -4.2, IL1B secr inh -14.1, MCF10A rerep 4.5% and KB-3-1 cytotox -2.8%.
`Fc1ccc(/C=N/NC(=S)Nc2cccnc2)cc1F` gave GLP1R cytotox -12.4%, KB-V1 MDR tox 0.0%, HT1080NT lethal 7.5%, HT1080 IDH1KD tx 15.0%, SW480 rerep -13.6%, D3 ag -7.3, IL1B secr inh -7.7, MCF10A rerep -2.0% and KB-3-1 cytotox 9.6%.
For COc1cc(OC)cc(C(=O)NCC(=O)Nc2ccc(C)c(Cl)c2)c1 the results were GLP1R cytotox -0.9%, KB-V1 MDR tox 2.3%, HT1080NT lethal -2.9%, HT1080 IDH1KD tx 1.7%, SW480 rerep -1.2%, D3 ag -22.6, IL1B secr inh -7.3, MCF10A rerep 16.1% and KB-3-1 cytotox 5.3%.
Screening Cc1ccc(NC(=O)CSc2nnc(NC(=O)c3ccc(S(=O)(=O)N4CCOCC4)cc3)s2)cc1 returned GLP1R cytotox 16.9%, KB-V1 MDR tox 2.2%, HT1080NT lethal -1.4%, HT1080 IDH1KD tx -7.9%, SW480 rerep -7.7%, D3 ag -6.6, IL1B secr inh 15.8, MCF10A rerep -2.4% and KB-3-1 cytotox 7.2%.
For O=C(NCCCN1CCCC(O)C1)c1cc(COc2ccc(F)cc2F)on1 (stereo not given) the results were GLP1R cytotox 10.6%, KB-V1 MDR tox -16.1%, HT1080NT lethal 1.7%, HT1080 IDH1KD tx -3.3%, SW480 rerep -3.9%, D3 ag -8.3, IL1B secr inh -9.8, MCF10A rerep 1.2% and KB-3-1 cytotox -6.4%.

A section of the results above, as a working copy:
Screening Cc1ccc(NC(=O)CSc2nnc(NC(=O)c3ccc(S(=O)(=O)N4CCOCC4)cc3)s2)cc1 returned GLP1R cytotox 16.9%, KB-V1 MDR tox 2.2%, HT1080NT lethal -1.4%, HT1080 IDH1KD tx -7.9%, SW480 rerep -7.7%, D3 ag -6.6, IL1B secr inh 15.8, MCF10A rerep -2.4% and KB-3-1 cytotox 7.2%.
For O=C(NCCCN1CCCC(O)C1)c1cc(COc2ccc(F)cc2F)on1 (stereo not given) the results were GLP1R cytotox 10.6%, KB-V1 MDR tox -16.1%, HT1080NT lethal 1.7%, HT1080 IDH1KD tx -3.3%, SW480 rerep -3.9%, D3 ag -8.3, IL1B secr inh -9.8, MCF10A rerep 1.2% and KB-3-1 cytotox -6.4%.

(list continues)
`COc1ccc(N(CC(=O)Nc2cccc(C)c2)S(=O)(=O)c2c(C)noc2C)cc1` gave GLP1R cytotox -30.4%, KB-V1 MDR tox 12.5%, HT1080NT lethal 2.8%, HT1080 IDH1KD tx 2.6%, SW480 rerep 2.8%, D3 ag 6.8, IL1B secr inh 8.1, MCF10A rerep 4.9% and KB-3-1 cytotox -3.8%.
Cn1c(C(=O)N2CCCC(C(=O)NCCc3ccccc3)C2)cc2sccc21 (stereo not given) was read as GLP1R cytotox -24.3%, KB-V1 MDR tox inconclusive, HT1080NT lethal inconclusive, HT1080 IDH1KD tx inconclusive, SW480 rerep -1.3%, D3 ag 6.1, IL1B secr inh 15.0, MCF10A rerep 1.2% and KB-3-1 cytotox inconclusive.
`Cc1ccc(SCCNC(=O)c2ccc(C)c(S(=O)(=O)Nc3ccccc3C)c2)cc1` gave GLP1R cytotox inconclusive, KB-V1 MDR tox inconclusive, HT1080NT lethal inconclusive, HT1080 IDH1KD tx inconclusive, SW480 rerep inconclusive, D3 ag 9.2, IL1B secr inh -67.4*, MCF10A rerep -7.5% and KB-3-1 cytotox -5.7%.
Screening O=C(O)c1ccc(N2C(=O)c3cccc4cccc(c34)C2=O)cc1 returned GLP1R cytotox 1.1%, KB-V1 MDR tox inconclusive, HT1080NT lethal 11.4%, HT1080 IDH1KD tx 14.3%, SW480 rerep -2.5%, D3 ag 4.5, IL1B secr inh 17.9, MCF10A rerep -3.6% and KB-3-1 cytotox 2.8%.
For O=C(c1cccc(Cl)c1)N1CCN(Cc2c[nH]c3ccccc23)CC1 the results were GLP1R cytotox -20.9%, KB-V1 MDR tox -22.0%, HT1080NT lethal 2.1%, HT1080 IDH1KD tx 0.9%, SW480 rerep -26.4%, D3 ag -3.9, IL1B secr inh -4.6, MCF10A rerep -7.3% and KB-3-1 cytotox -8.8%.
